High-throughput results (PubChem BioAssay)
Epigenetic reg: derepresses silenced GFP reporter in murine cells | AID 1865 | Potency, µM (series often up to 53.9 µM), for inactives: top-dose GFP activation, actives largely listed as activators | murine LDR cells, GFP reporter derepression, 30 h | 0.2% of 280,000 active; also: potency is read from the fitted curve at half-maximal effect; % of control where 0% means no effect; nearly all actives have a fitted effect of over 60% in size
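Readout is the number of GFP-expressing murine LDR cells, counted by cytometry following washing. Cells were treated with compound for 30 h at 37 C; the stably integrated CMV-GFP locus is normally silent.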
aGal spleen mod: inhibits or activates alpha-galactosidase in human spleen homogenate | human spleen homogenate, 4MU-alpha-Gal fluorescence, 40 min | 0.008% of 240,000 active | P06280 | AID 2107 | Potency, µM (top dose mostly 80 µM), for inactives: at the top dose activity change, negative = inhibition, most hits filed as inhibitors;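 also: potency is read from the fitted curve at half-maximal effect; 0% = enzyme with vehicle and -100% = no enzyme basal signal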
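Fluorogenic readout (Ex 365/Em 440 nm) of 4-methylumbelliferone released from 1 mM 4-MU-alpha-galactoside by spleen homogenate, 40 min at 37C, pH 5.0. Data normalized to no-enzyme and enzyme controls; Hill-equation AC50 from compound titrations.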
TexasRed fluor: Texas Red fluorescence interference in TRb-SRC2 counter-screen. Potency, µM (titrated, usually from 106 µM), for the others: at the top dose fluorescence change, negative = quenching. 0.29% of 280,000 active. TRb/SRC2 Texas Red total fluorescence interference; active = well fitted curve in either direction with a large enough effect; inconclusive = small, poorly fitted or top-dose-only effect; also: potency is read from the fitted curve at half-maximal effect; % is scaled to controls: 0 for no effect and ±100 for the full control effect
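Flags fluorescent or light-absorbing compounds by total fluorescence, S + 2P, at 555 nm excitation and 632 nm emission. Mixture: 20 nM Texas Red SRC2 peptide, 0.6 uM human TRb LBD, 1 uM T3, 5% DMSO; compound exposure 5 h at ambient temperature.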
CBFb RUNX1 block: CBF-beta/RUNX1 interaction disruption; Potency, µM (highest dose often 59.8 µM), for inactives: at the highest dose activity, negative = inhibition, hits mostly inhibitors; Q01196+Q13951; 230,000 tested, under 10 active; AID 1477; AlphaScreen CBFb-His/RUNX1-biotin binding, biochemical; also: % of control where 0% means no effect
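Proteins preincubated together for 20 min at RT before compound addition; 15 min later, nickel and streptavidin beads were added and left 90 min prior to AlphaScreen measurement.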
TRb SRC2 PPI: TRbeta-SRC2 interaction inhibition | TRbeta-SRC2 peptide binding, fluorescence polarization; receptor liganded with 1 µM T3 | Potency, µM (highest dose often 106 µM), for inactives: top-dose activity change, negative = inhibition, usual class: inhibitors | P10828 | 0.065% of 280,000 active;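 also: potency is read from the fitted curve at half-maximal effect; plate controls were bound peptide for no effect and peptide without receptor for full effect; nearly all actives have a fitted effect of over 50% in size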
Target sequence (P10828 whole entry, looked up): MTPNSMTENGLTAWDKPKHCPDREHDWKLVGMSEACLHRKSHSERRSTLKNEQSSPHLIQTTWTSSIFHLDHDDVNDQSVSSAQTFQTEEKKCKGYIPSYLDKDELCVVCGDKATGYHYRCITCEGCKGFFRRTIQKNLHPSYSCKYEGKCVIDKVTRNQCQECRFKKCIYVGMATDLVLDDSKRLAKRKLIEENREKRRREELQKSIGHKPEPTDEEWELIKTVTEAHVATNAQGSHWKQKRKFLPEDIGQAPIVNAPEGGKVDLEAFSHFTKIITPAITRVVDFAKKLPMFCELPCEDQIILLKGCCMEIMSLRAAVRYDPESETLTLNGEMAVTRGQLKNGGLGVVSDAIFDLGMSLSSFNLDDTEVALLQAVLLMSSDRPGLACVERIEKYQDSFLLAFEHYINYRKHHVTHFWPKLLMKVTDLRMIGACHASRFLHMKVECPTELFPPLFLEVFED
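Human TRb ligand-binding domain (0.6 uM) is mixed with 20 nM Texas Red SRC2 peptide and 1 uM T3; after compound addition and 5 hr at ambient temperature, polarization is measured and normalized to unbound and bound controls.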
Tau FP inhib: inhibitors of human tau fibril formation. AID 1468. K18 P301L tau heparin fibrillization, Alexa594 FP, 6 h. P10636. 0.39% of 280,000 active. Potency, µM (series often up to 57.7 µM), for the others: at the top dose activity, negative = inhibition, most hits filed as inhibitors; also: potency is read from the fitted curve at half-maximal effect; % is scaled to controls: 0 for no effect and ±100 for the full control effect; nearly all actives have a fitted effect of over 55% in size
Target sequence (P10636 561-689 P618L limits assumed): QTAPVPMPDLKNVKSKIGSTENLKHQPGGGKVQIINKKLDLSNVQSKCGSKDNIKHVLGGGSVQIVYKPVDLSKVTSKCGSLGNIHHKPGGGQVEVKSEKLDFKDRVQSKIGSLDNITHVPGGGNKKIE
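Read-out: fluorescence polarization of Alexa 594-labeled tau (0.24 uM), 555 nm excitation, 632 nm emission. Mixtures held 15 uM unlabeled K18 P301L, compound and 20 uM heparin, pH 7 acetate buffer, incubated 6 hr at 37 C.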
Tau fluor counter: counter-screen for tau fibril formation inhibitors; Potency, µM (top dose mostly 57.7 µM), for the others: at the top dose activity change, negative = decrease; 0.93% of 280,000 active; AID 1463; tau K18 P301L (four-repeat tau fragment) Alexa594 fluorescence, heparin fibrillization; also: potency is read from the fitted curve at half-maximal effect; % is scaled to controls: 0 for no effect and ±100 for the full control effect; nearly all actives have a fitted effect of over 55% in size
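Human K18 P301L tau (15 uM unlabeled plus 0.24 uM Alexa 594-labeled, final) in 100 mM sodium acetate pH 7 was mixed with compound and 20 uM heparin and incubated 6 hr at 37 C.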
NPSR antag: antagonists of human neuropeptide S receptor cAMP signaling. Potency, µM (doses to about 38.3 µM), without a hit: at the top dose activity change, negative = inhibition, actives largely listed as inhibitors. 1% of 220,000 active. Q6W5P4. AID 1461. CHO-NPSR cells, cAMP TR-FRET, antagonist mode; also: potency is read from the fitted curve at half-maximal effect; % is scaled to controls: 0 for no effect and ±100 for the full control effect; nearly all actives have a fitted effect of over 50% in size; many of its hits are not listed in these tables
Target sequence (Q6W5P4 whole entry, looked up): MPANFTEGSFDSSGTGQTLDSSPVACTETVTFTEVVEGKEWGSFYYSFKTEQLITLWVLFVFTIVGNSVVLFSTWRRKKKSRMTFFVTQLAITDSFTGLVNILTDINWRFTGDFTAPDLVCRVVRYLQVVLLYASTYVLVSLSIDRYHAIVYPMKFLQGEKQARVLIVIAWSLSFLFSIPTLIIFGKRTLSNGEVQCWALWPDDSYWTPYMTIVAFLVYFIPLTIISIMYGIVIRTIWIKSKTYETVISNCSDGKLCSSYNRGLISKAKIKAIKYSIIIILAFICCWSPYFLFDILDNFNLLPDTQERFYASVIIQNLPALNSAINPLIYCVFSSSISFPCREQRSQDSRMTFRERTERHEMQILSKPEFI
An asterisk follows results filed as active; ? = inconclusive; . = no result given; & = joins results of further samples; [ ] = dose if it differs, or a comment. Unless noted, calls follow the shape of the dose curve; as a rule, active = well fitted curve in the direction sought with a large enough effect; inconclusive = small, poorly fitted or top-dose-only effect, or another doubt; inactive = no such curve, though single readings can be large; an effect the other way counts as inactive or inconclusive. This is a subset (hit frequency here may not be typical).

The line under a structure holds: Epigenetic reg	aGal spleen mod	TexasRed fluor	CBFb RUNX1 block	TRb SRC2 PPI	Tau FP inhib	Tau fluor counter	NPSR antag
> O=C1CCCc2ccccc2N1
 : -1.3%	1%	-9%	3%	-3%	-10%	-22%	9%
> CSc1nc2ncc(C(=O)O)c(N)n2n1
 : 0.4%	0%	1%	5%	2%	2%	5%	10%
> CCCCNS(=O)(=O)c1ccc2nc(-c3cccnc3)cc(C(=O)NC(C)CC)c2c1 (stereo not given)
 : 1.1%	-2%	-3%	1%	-3%	-3%	-14%	-58%
> Cc1ccc(C)c(NC(=O)CN2C(=O)C(C)(C)c3ccccc32)c1
 : 0.0%	.	0%	.	0%	-6%	-7%	.
> O=C(NCc1cccs1)c1cc2c(s1)CS(=O)(=O)C2
 : -1.2%	-5%	-5%	-2%	-1%	2%	2%	-2%[46.1 µM]
> O=S(=O)(c1ccccc1)c1nc(Nc2ccccc2N2CCOCC2)sc1Cl
 : 2.9%	8%	-2%	-5%	7%	17%	?	?
> COc1ccc(-c2nc3scc(CCNS(=O)(=O)c4ccc(F)cc4F)n3n2)cc1OC
 : 1.4%	.	0%	.	-3%	-6%	-14%	.
> Cc1ccc(CNC(=O)CCCCn2c(=O)c3ccccc3n(Cc3ccc(Cl)cc3)c2=O)cc1
 : -1.6%	.	0%	.	-4%	3%	-4%	.
> COc1ccc(NC(=S)N(CCN(C)C)C(C)c2ccco2)cc1 (stereo not given)
 : 1.9%	3%	-1%	-1%	-4%	4%	-4%	18%
> CS(=O)(=O)N(CC(=O)N1CCN(c2ccccc2F)CC1)c1cc(C(F)(F)F)ccc1Cl
 : 1.7%	-2%	-1%	-2%	13%	-2%	-19%	-21%[46.1 µM]
> CCN(CC)S(=O)(=O)c1cccc(C(=O)NN2Cc3ccccc3C2=N)c1
 : -0.9%	1%	0%	2%	-1%	4%	1%	5%[46.1 µM]
> CCCc1nnc(NC(=O)CSc2ncn[nH]2)s1
 : 0.6%	-1%	0%	4%	-6%	8%	11%	7%[46.1 µM]
> CC(C)OC(=O)C1C(=O)CC(C)(O)C(C(=O)OC(C)C)C1c1ccc([N+](=O)[O-])cc1 (stereo not given)
 : 1.1%	3%	-4%	6%	-4%	-2%	-6%	-14%
> COc1ccc(-c2ccc(C#N)c(OC)n2)cc1
 : 3.2%	3%	0%	28%	0%	5%	-2%	-7%
> S=C(Nc1ccc(Nc2ccccc2)cc1)NN1CCOCC1
 : -0.4%	4%	1%	0%	10%	6%	-28%	50%
> CCOc1cc(NC(=O)c2cccs2)c(OCC)cc1NC(=O)CCC(=O)NCc1ccccn1
 : -0.9%	-8%	-1%	10%	8%	2%	-24%	-3%
> COc1ccc(C(=O)/C=C/Nc2ccc(S(=O)(=O)Nc3ncccn3)cc2)cc1
 : 3.0%	-13%	2%	-12%	?	-1%	-1%	7%
> O=C(N/C=C/c1ccccc1)Nc1ccc(Cl)cc1
 : -1.0%	3%	0%	10%	4%	?	5µM*[quencher]	-10%[46.1 µM]
> Cc1nc2nc(C)c(CCC(=O)O)c(C)n2n1
 : -1.0%	-2%	2%	2%	1%	-13%	-4%	?
> CCn1c(SCc2nc(-c3cccs3)no2)nnc1-c1c[nH]c2ccccc12
 : -0.9%	5%	0%	-1%	-4%	5%	?	-22%[46.1 µM]
> O=C(/C=C1\SC(=O)NC1=O)Nc1ccc(F)cc1
 : 1.1%	8%	-5%	1%	-8%	-2%	-2%	-26%
> C=CCc1ccc(OCc2ccc(C(=O)OC)o2)c(OC)c1
 : 0.0%	9%	-5%	13%	-10%	3%	-19%	-12%[46.1 µM]
> COC(=O)[C@H](CCCN=C(N)N)NC(=O)CCCc1c(-c2ccccc2)[nH]c2c(F)cc(F)cc12
 : 2.2%	2%	-2%	2%	0%	2%	?	.
> COc1ccc(/C=N/Nc2ncnc3sc4c(c23)CCCC4)cc1OC
 : 0.0%	-6%	1%	-4%	-6%	13%	-24%	-7%
> O=C(/C=C/c1cn(-c2ccccc2)nc1-c1ccc2c(c1)OCCO2)NCCCN1CCOCC1
 : 1.3%	-6%	-4%	2%	1%	?	?	-22%
> Cc1cc(C)n2nc(C(=O)Oc3ccc4c(c3)OCO4)nc2n1
 : -1.6%	4%	2%	4%	1%	-1%	-9%	-9%[46.1 µM]
> Cc1nnc(SCC(=O)c2ccc(Cl)cc2)n(N)c1=O
 : -5.0%	-7%	-2%	4%	4%	?	-14%	-11%
> COC(=O)[C@@H]1CCCN1Cc1c(C(=O)N2CCOCC2)nc2c(C)cccn12
 : -1.0%	2%	0%	1%	7%	-4%	-11%	-5%
> N#Cc1cc2c(nc1SC1CC(=O)N(c3ccccc3)C1=O)CCC2 (stereo not given)
 : -1.0%	1%	-3%	7%	2%	2%	-3%	-4%
> Cc1ccccc1S(=O)(=O)Cc1ccc(C(=O)N2CCN(c3ccc(F)cc3)CC2)o1
 : 0.0%	-7%	0%	-4%	0%	5%	-18%	-8%[46.1 µM]

Next compounds.
The line under a structure holds: Epigenetic reg	aGal spleen mod	TexasRed fluor	CBFb RUNX1 block	TRb SRC2 PPI	Tau FP inhib	Tau fluor counter	NPSR antag
> COc1cc(/C=C2\SC(=N)N(c3ccc4c(c3)OCO4)C2=O)cc(OC)c1O
 : 0.0%	-9%	-2%	-4%	-4%	-9%	?	2%
> Nc1ccc(S(=O)(=O)O)cn1
 : -1.4%&4.1%&1.4%	10%&0%&0%	-1%&-1%&2%	6%&-3%&6%	-2%&1%&-13%	-10%&-3%&6%	0%&-10%&14%	-2%[7.67 µM]
> O=C(NCc1cccs1)c1cc(-c2ccncc2)nc2ccc(Br)cc12
 : 2.1%	1%	-3%	2%	-1%	-6%	?	-22%
> COc1cccc(OC)c1C(=O)NCCc1csc(-c2ccc(Cl)cc2)n1
 : 3.4%	.	3%	.	5%	1%	7%	.
> CCn1cc(C(=O)OCC(=O)Nc2c(C)n(C)n(-c3ccccc3)c2=O)c(=O)c2ccc(C)nc21
 : -7.2%	-12%	-6%	2%	-4%	-1%	0%	9%[46.1 µM]
> O=C(O)/C=C/C=C/c1ccccc1
 : 0.5%	18%	-3%	.	-5%	-7%	-11%	.
> O=C(CCS(=O)(=O)c1ccc(Br)cc1)Nc1ccc2c(c1)OCO2
 : -1.0%	3%	4%	-25%	1%	7%	-24%	-6%[46.1 µM]
> O=C(NCCCn1ccnc1)c1cc(C(=O)C2CCCCC2)c[nH]1
 : 1.1%	-11%	-6%	-6%	0%	6%	6%	2%
> O=S(=O)(Nc1cccc2c1ccc1cccn12)c1cccs1
 : 1.1%	-3%	-1%	-9%	7%	9%	?	-1%[46.1 µM]
> COc1ccc(OCCn2c(C)c(/C=N/n3cnnc3)c3ccccc32)cc1
 : -1.2%	-10%	0%	-7%	-5%	2%	-7%	?
> CC(c1nnc(SCC(=O)Nc2sccc2C#N)n1-c1ccc(Cl)cc1)N(C)C (stereo not given)
 : -1.0%	?	1%	-2%	5%	0%	-16%	-22%[46.1 µM]
> COc1ccc(C(=S)N2CCN(c3ccccc3Cl)CC2)cc1OC
 : 0.2%	6%	-2%	17%	5%	4%	-27%	-3%
> S=C(NCCc1ccccc1)N1CCN(C2CCCCC2)CC1
 : -1.5%	-21%	-2%	-9%	-1%	1%	-8%	0%
> COc1ccc(CCN=C(N)Nc2nc(C)cc(C)n2)cc1
 : 1.4%	3%	1%	-4%	5%	1%	-5%	-7%
> Nc1c(C(=O)Nc2ccc(Cl)c(C(F)(F)F)c2)sc2nc(-c3ccncc3)ccc12
 : 14%	.	-13%	.	0%	-2%	?	.
> NS(=O)(=O)c1ccc(CCNC(=O)CSc2ccsc2[N+](=O)[O-])cc1
 : -1.4%	-2%	-5%	-6%	3%	4%	-6%	3%
> O=c1cc(-c2ccccc2Cl)oc2cccc(O)c12
 : -4.6%[96.6 µM]	5%[119 µM]	-2%&0%	4%[89.1 µM]	-1%&0%	-11%[81.3 µM]	-19%[81.3 µM]	4%
> COCc1cc(C)nc(Oc2ccccc2)c1C#N
 : 0.0%	2%	-5%	9%	-1%	-1%	-10%	3%
> O=C(Nc1ccc2snnc2c1)Nc1cccc2ccccc12
 : -0.7%	10%	-4%	3%	1%	25µM*	7.9µM*[quencher]	?
> COc1cccc(CNC(=O)c2ccc3nc(CCc4ccccc4)oc3c2)c1OC
 : -1.7%	.	-23%	.	10%	-3%	-1%	.
> Cc1sc2ncnc(N3CCN(c4ncccn4)CC3)c2c1C
 : 0.0%	-1%	-1%	2%	-3%	4%	-2%	-12%[46.1 µM]
> Cc1ccc(C(=O)C(OC(=O)CNC(=O)c2ccc(Cl)cc2)c2ccccc2)cc1 (stereo not given)
 : 4.7%	15%	-4%	-1%	2%	-10%	-23%	-26%[46.1 µM]
> CN(CCO)C1=NS(=O)(=O)c2cc([N+](=O)[O-])ccc21
 : -1.2%	9%	-1%	6%	9%	-2%	-2%	30%
> COc1ccc(Cl)cc1NC(=O)CN(C)C(C)C(=O)NCC1CCCCC1 (stereo not given)
 : -0.7%	7%	-1%	4%	-2%	-2%	-11%	-16%[46.1 µM]
> CC1CCN(c2ccc(-c3cccc(NS(=O)(=O)c4cccs4)c3)nn2)CC1
 : -1.7%	.	-16%	.	2%	?	?	.
> Cc1cc(NC(=O)COC(=O)c2ccccc2S(=O)(=O)N(C)c2ccccc2)no1
 : -0.2%	0%	1%	-4%	-2%	-5%	0%	-2%
> CC(C)OCCCNC(=O)c1ccc(Cn2c(=O)c3cccn3c3cccnc32)cc1
 : -0.8%	.	0%	.	-6%	3%	-1%	.
> CCc1ccc(NC(=O)c2cnc3c(-c4ccccc4)c(C)nn3c2C)cc1
 : 0.8%	.	-2%	.	-3%	1%	-13%	.
> COc1ccccc1N1CCN(C(=O)c2oc3cc(C)c(C)cc3c2C)CC1
 : -0.9%	5%	-2%	2%	1%	11%	-14%	-13%[46.1 µM]

A run of entries from further up, as a working copy:
The line under a structure holds: Epigenetic reg	aGal spleen mod	TexasRed fluor	CBFb RUNX1 block	TRb SRC2 PPI	Tau FP inhib	Tau fluor counter	NPSR antag
> CCc1ccc(NC(=O)c2cnc3c(-c4ccccc4)c(C)nn3c2C)cc1
 : 0.8%	.	-2%	.	-3%	1%	-13%	.
> COc1ccccc1N1CCN(C(=O)c2oc3cc(C)c(C)cc3c2C)CC1
 : -0.9%	5%	-2%	2%	1%	11%	-14%	-13%[46.1 µM]
